# Screening data as filed in PubChem BioAssay.
# ERAP1 HTS inh – blocks human ERAP1 aminopeptidase activity. recombinant ERAP1, Leu-AMC fluorescence, 60 min. AID 652197. actives 0.15% (n = 340,000). Q9NZ08. inhibition, % at 10.7 µM;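 active = mean replicate inhibition of at least 30%, or all replicates individually reaching that 30% level; inactive = mean below 30% and not every replicate reaching it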;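 note: 0% = neutral control wells and 100% = L-leucinethiol positive control wells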
# Xi reactivation – reactivates the inactive X chromosome in mouse fibroblasts. actives 0.055% (n = 360,000). activation, % at 7.58 µM. XiGFP mouse fibroblasts, % GFP-positive cells imaging, 3 d; cells co-treated with 5-aza-dC sensitizer; scaled so ellipticine positive control = 100%;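 active = mean normalized replicate activation at least 10% and every replicate at or above 10%; inconclusive = only one of the two criteria met; inactive = mean below 10% and not all replicates reach 10%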;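 note: 0% = median of on-plate neutral control wells and 100% = ellipticine 6 µM median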
#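 System: 68-5-11 XiGFP fibroblast line | Buffer or medium: DMEM containing 5-aza-dC | Compound: Single point | Times: Compounds 3 days, fix/stain 15 min at room temperature | Benchmarks: Positive control ellipticine, 6 µM final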
# E-sel inducer – induces E-selectin expression in human endothelial cells | activation, % at 7.58 µM | AID 686992 | HUVEC E-selectin immunofluorescence imaging; normalized: neutral wells 0, TNF-alpha wells 100 | actives 0.37% (n = 260,000) | P16581;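 active = mean E-selectin-positive cell signal at least 10% of the positive control, reached in at least 60% of replicates, without over 20% cell loss; inconclusive = no rule given, readout overlaps actives, possibly toxicity-flagged; inactive = the rest, including those meeting only one limit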;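 note: in these data hits start at about 27%; measured in HUVEC primary endothelial cells; signal is the percent of cells scored E-selectin positive by PE staining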
#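 Test system – human umbilical vein endothelial cells (HUVEC), E-selectin induction · Input – 3,000 HUVEC seeded per well · Buffer or medium – EGM-2, gelatin · Compound dosing – single-point compound dose · Detection – immunofluorescence imaging · Measure – percent E-selectin-positive cells · Controls – TNF-alpha high, DMSO low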
# RAD54 inh – blocks human RAD54 Holliday junction branch migration. Q92698. FAM/BHQ fluorescence. inhibition, % at 10.4 µM. actives 0.14% (n = 360,000). AID 602329;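 active = mean normalized replicate activity at least 40 and at least half of replicates scoring 40 or more; inconclusive = only one of the two criteria met; inactive = mean below 40 and under half of replicates reaching 40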;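 note: 0% = median of neutral control wells and 100% = median of positive control wells; inhibitors cause a drop in the FAM fluorescence signal; in these data hits start at about 50%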
# ERp5 inh – inhibitors of human ERp5; Q15084; ERp5 insulin aggregation, absorbance 650 nm, 90 min; inhibition, % at 9.99 µM; actives 0.05% (n = 350,000);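 active = mean replicate inhibition above about 25%, with every replicate also reaching it, limit read from the data, passing the limit was not always enough; inconclusive = only one of those two criteria met; inactive = neither criterion met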
# Target sequence (Q15084 whole entry, looked up): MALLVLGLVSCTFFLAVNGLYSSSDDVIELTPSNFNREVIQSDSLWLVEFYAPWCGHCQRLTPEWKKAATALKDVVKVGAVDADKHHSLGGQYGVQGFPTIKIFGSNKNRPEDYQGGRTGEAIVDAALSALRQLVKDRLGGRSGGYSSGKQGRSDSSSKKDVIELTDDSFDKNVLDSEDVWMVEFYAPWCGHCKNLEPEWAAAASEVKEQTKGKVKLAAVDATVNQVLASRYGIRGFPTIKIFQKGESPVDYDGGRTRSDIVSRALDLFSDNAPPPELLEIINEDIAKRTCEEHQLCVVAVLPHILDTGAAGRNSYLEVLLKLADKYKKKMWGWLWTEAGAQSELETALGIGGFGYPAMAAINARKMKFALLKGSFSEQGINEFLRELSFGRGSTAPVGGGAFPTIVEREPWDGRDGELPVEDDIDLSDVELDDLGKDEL
# S100A4 inh HTS – inhibitors of human S100A4 binding to myosin IIA peptide; P26447; S100A4/TAMRA-MyoIIA peptide fluorescence polarization; inhibition, % at 10.7 µM; actives 0.14% (n = 360,000);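 active = mean inhibition of at least 70% across replicates, with every replicate also reaching that level; inconclusive = mean inhibition reaches 70% but some replicates fall short; inactive = mean inhibition below 70%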
# Target sequence (P26447 whole entry, looked up): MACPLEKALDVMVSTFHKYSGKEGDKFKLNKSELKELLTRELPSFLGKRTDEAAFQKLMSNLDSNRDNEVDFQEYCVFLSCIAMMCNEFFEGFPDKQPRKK
#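 incubation = readout 5 min after mixing, signal stable up to 60 min | system = S100A4 monomer protein | buffer or medium = HEPES pH 7.2 with CaCl2, KCl, NaCl, DTT, Triton | benchmarks = neutral control DMSO, positive control TFP | also added = fluorescent myosin IIA peptide, 5 nM | compound dosing = one concentration per compound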
# RAD52 inh – RAD52 (human) annealing inhibition. actives 0.46% (n = 360,000). inhibition, % at 18.7 µM. AID 651710. P43351. recombinant RAD52 DNA annealing, FRET fluorescence;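 active = every replicate showing at least 50% inhibition; inconclusive = mean inhibition at least 50% but not in every replicate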
# Target sequence (P43351 whole entry, looked up): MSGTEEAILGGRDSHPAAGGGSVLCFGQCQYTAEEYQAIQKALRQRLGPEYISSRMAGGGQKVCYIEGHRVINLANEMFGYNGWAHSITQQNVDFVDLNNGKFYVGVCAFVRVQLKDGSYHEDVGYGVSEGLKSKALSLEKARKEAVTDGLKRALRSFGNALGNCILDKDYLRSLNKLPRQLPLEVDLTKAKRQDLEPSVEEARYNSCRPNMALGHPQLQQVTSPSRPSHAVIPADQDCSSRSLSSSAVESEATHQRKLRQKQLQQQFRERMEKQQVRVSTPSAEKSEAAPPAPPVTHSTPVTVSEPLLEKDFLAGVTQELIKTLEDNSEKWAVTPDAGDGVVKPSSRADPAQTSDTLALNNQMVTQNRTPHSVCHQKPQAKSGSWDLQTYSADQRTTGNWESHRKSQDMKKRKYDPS
# esBAF inh – blocks esBAF chromatin remodeling in mouse ES cells | Bmi1-luciferase knock-in reporter, 24 h; 100% = twice the neutral-well signal | actives 2% (n = 350,000) | reporter increase, % at 12.5 µM | AID 602393; in the data active = activation above about 40%; inconclusive = no clear call, values can overlap the other calls;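 note: 0% = median of the plate's neutral control wells and 100% = double that signal; a rise in the Bmi1 reporter signal indicates esBAF inhibition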
# An asterisk follows results filed as active; ? = inconclusive; · = not tested or not shown; & = joins results of further samples. An unsorted share of the library; 2.5% or so of the library scored in one or more.
SMILES,ERAP1 HTS inh,Xi reactivation,E-sel inducer,RAD54 inh,ERp5 inh,S100A4 inh HTS,RAD52 inh,esBAF inh
O=P(c1ccccc1)(c1ccccc1)c1ccccc1C(Br)Br,15,0.0,-0.2,-6,9,-1,4,-7
CCOC(=O)C1CCN(c2c(NCc3ccc(C(=O)Nc4ccc(C)cc4)cc3)c(=O)c2=O)CC1,1,-0.1,1.5,-2,-5,-4,2,8
CCN1C(=O)[C@H]2[C@@H](c3ccc(C)cc3)N3C(=O)N(c4cccc(F)c4)C(=O)[C@@]3(CC)[C@H]2C1=O,-1,0.1,0.4,-6,8,-5,-13,-6
C[C@@H]1CC2OC(=O)[C@@]3(C)C(=O)CC[C@@](C)(C23)[C@@]1(O)CCc1ccoc1 (some centres not stated),2,0.0,0.0,-9,2,-1,-3,0
Oc1ccc(/C=N/N(Cc2ccccc2)c2ccccc2)cc1,-2,0.1,0.9,8,5,-3,-23,3
CCOc1ccc2c(c1)c(N=NC(N)=S)c(O)n2C,1,0.0,2.3,-2,-7,-1,1,-3
Cc1cccc(Nc2cc(=O)[nH]c(=O)[nH]2)c1,-2,-0.1,·,·,-4,-1,-24,·
O=C(COC(=O)C1CC2CCCC(C1)C2=O)NC1CCCCC1 (configuration not stated),4,-0.1,·,4,7,-4,-9,2
CCOc1ccc(CCN2C(=O)C(=O)N([C@@H](CC(C)C)CN3CCC[C@@H]3CN3C(=O)C(=O)NC[C@@H]3CC(C)C)C[C@@H]2Cc2ccccc2)cc1,·,0.1,3.5,-3,-8,3,-19,1
CCOc1ccc(NS(=O)(=O)c2cc3c4c(c2)CCN4C(=O)CC3)cc1,4,0.2,·,1,1,0,1,-7
CCc1c(-c2ccc(Br)cc2)ncn1CCc1ccccc1OC,3,0.1,0.0,·,-4,-9,-22,·
CC(C)NC(=O)N(C)C[C@@H]1OCCCC[C@@H](C)Oc2ccc(NC(=O)c3ccncc3)cc2C(=O)N([C@H](C)CO)C[C@@H]1C,0,0.4,0.3,-1,-8,4,-8,-6
O=C(NCc1ccc(Cl)cc1)c1ccc(OCC2CCCO2)cc1 (configuration not stated),-3,0.1,·,3,-5,1,-19,·
O=C(Cn1cccc1)Nc1ccc(OC(F)(F)F)cc1,0,·,·,-4,4,-13,-15,-5
COc1cccc(Nc2nc(C)nc3c2oc2ccccc23)c1,2,0.0,-0.1,10,2,-4,2,20
COc1ccc([C@H]2N[C@]3(CCCN(CC4CCCCC4)C3=O)[C@H]3C(=O)N(Cc4ccccc4)C(=O)[C@@H]23)cc1,0,0.0,·,-3,8,-2,-8,-2
N#C/C(=C(/O)c1ccc(-c2cccc([N+](=O)[O-])c2)o1)c1nc2ccccc2s1,14,0.3,·,·,-3,0,-28,·
CC(C)(C)C(CCl)C(=O)NN=C(c1ccccc1)c1ccccc1 (configuration not stated),0,0.4,-0.2,-4,-3,4,-12,4
Cc1cc(C)n(CCc2nc(-c3ccco3)cs2)n1,5,·,·,1,3,-3,-33,1
O=S(=O)(/N=C(/Nc1nc2ccccc2s1)c1ccccc1)c1ccc(F)cc1,-1,0.0,·,-5,-4,-4,-5,50*

# Compound profiles, as listed above. Order of screens: ERAP1 HTS inh, Xi reactivation, E-sel inducer, RAD54 inh, ERp5 inh, S100A4 inh HTS, RAD52 inh, esBAF inh
# CCOC(=O)C1CCN(c2c(NCc3ccc(C(=O)Nc4ccc(C)cc4)cc3)c(=O)c2=O)CC1 as listed: 1, -0.1, 1.5, -2, -5, -4, 2, 8
# O=S(=O)(/N=C(/Nc1nc2ccccc2s1)c1ccccc1)c1ccc(F)cc1 as listed: -1, 0.0, ·, -5, -4, -4, -5, 50*

# (further entries)
SMILES,ERAP1 HTS inh,Xi reactivation,E-sel inducer,RAD54 inh,ERp5 inh,S100A4 inh HTS,RAD52 inh,esBAF inh
COc1ccc(NC(NC(=O)c2cccnc2)C(Cl)(Cl)Cl)cc1 (configuration not stated),2,0.1,·,·,-5,4,-2,·
Cc1nn(CCCC(=O)NCc2ccco2)c(=O)c2nn(-c3ccccc3)c(C)c12,-1,0.1,0.2,4,·,7,-5,0
COC(=O)c1ccc2nc(-c3cccc(Br)c3)c(Cc3cccc(Cl)c3)n2c1,·,0.0,-4.6,·,-4,0,-17,·
Cc1noc(C)c1NC(=O)N(C)C[C@@H]1Oc2ccc(NC(=O)C3CCCCC3)cc2C(=O)N([C@H](C)CO)C[C@H]1C,-1,0.2,-0.1,-7,0,-7,0,-2
Cc1c(C#N)c2ccccc2n1CC(=O)NCC1CCCO1 (configuration not stated),9,·,·,4,5,-4,-7,3
Cn1c(CNC(=O)c2ccco2)nnc1SCC(=O)c1ccc(F)cc1,5,0.0,0.7,-4,7,0,-24,2
CC(=O)Nc1ccc2c(COC(=O)[C@@H](NS(=O)(=O)c3ccc(C)cc3)C(C)C)cc(=O)oc2c1,-4,0.0,-0.1,-6,3,-1,-6,1
O=C(COC(=O)COc1ccc2ccccc2c1)NCC(F)(F)F,0,0.0,3.9,-1,-4,-2,-5,-2
O=C(NC(=S)Nc1ccccc1Cl)c1cncc(Br)c1,0,0.4,·,2,14,0,-10,5
C[C@@H]1CCCCO[C@@H](CN(C)Cc2ccc(C(F)(F)F)cc2)[C@H](C)CN([C@H](C)CO)C(=O)c2cc(NC(=O)CCCN(C)C)ccc2O1,-2,-0.8,0.0,9,4,2,46,-1
COc1ccccc1NS(=O)(=O)c1ccc(C(=O)NCC(c2ccco2)N2CCCCC2)cc1 (configuration not stated),0,0.6,-0.8,-17,4,-16,-7,4
O=C(C1CCOCC1)N1CC[C@@H]2[C@H](CO)Nc3ccc(-c4cccc(F)c4)cc3[C@@H]21,0,-0.1,-0.1,-14,-2,10,-51,4
Cc1cc2nc(-c3ccco3)c(CC(C)(C)C)n2c(C)c1Br,0,-0.1,-0.1,-1,4,-7,-34,1
COC(=O)Cn1c(CN2CCOCC2)nc2c1c(=O)n(C)c(=O)n2C,2,-0.1,-0.7,3,-1,2,10,-5
CCNc1nc(NC(C)C)nc(N(C)C#N)n1,-5,-0.1,·,16,-2,1,-10,·
CC1(C2CC2)NC(=O)N(CC(=O)Nc2ccc(SC(F)F)cc2)C1=O (configuration not stated),4,0.0,8.8,0,-16,-4,-8,·
OC[C@H]1[C@H]2c3ccccc3NC[C@H]2N1CC1CCOCC1,-3,0.0,0.5,6,0,6,-6,7
COCCNC(=O)c1cc2c(c(-c3cccc(C4=CCCCC4)c3)n1)[C@H](CCO)N([S@@](=O)C(C)(C)C)C2,0,0.0,1.2,·,9,-31,-46,·
CCN1CCN(C(=O)CCN2C(=O)c3ccccc3C2=O)CC1,3,0.1,·,4,3,3,-7,·
O=C(NNC(=O)C(O)(c1ccccc1)c1ccccc1)C1CC1,11,-0.1,-1.4,·,-8,2,-17,·
COCCN(C(=O)CSCC(=O)Nc1ccc(C)cc1)c1c(N)n(CC(C)C)c(=O)[nH]c1=O,1,0.2,·,4,2,-8,-10,4
C[C@@H]1CN([C@H](C)CO)C(=O)c2cccc(NC(=O)Nc3ccccc3)c2O[C@H]1CN(C)Cc1ccc(-c2ccccc2)cc1,0,-0.4,5.4,0,9,5,6,7
Cc1noc(C)c1NC(=O)N(C)C[C@H]1Oc2c(NC(=O)NC(C)C)cccc2C(=O)N([C@@H](C)CO)C[C@H]1C,1,0.1,-1.9,6,3,1,1,-6
Cc1noc(C)c1NC(=O)Nc1ccc2c(c1)C(=O)N([C@H](C)CO)C[C@H](C)[C@@H](CN(C)C(=O)Nc1ccccc1)OCCCC[C@H](C)O2,-2,0.2,-0.2,-2,-2,-9,-2,0
C[C@@H]1CN([C@@H](C)CO)C(=O)c2cccc(NS(=O)(=O)c3ccc(F)cc3)c2O[C@H]1CN(C)CC1CCCCC1,-1,0.2,-0.3,8,-1,-1,8,1
CCC(=O)Nc1ccc2c(c1)C(=O)N(C)[C@@H]1CC[C@@H](CC(=O)NC3CCCC3)O[C@H]1CO2,-1,0.2,0.0,9,9,-4,9,5
O=S(=O)(CCSc1nc2ccccc2o1)c1nc2ccccc2s1,-2&1,·,·,-14,-1&1,3&-1,-13&-37,11
C[C@H](CO)N1C[C@H](C)[C@@H](CN(C)C(=O)C2CCCCC2)OCCCC[C@H](C)Oc2ccc(NC(=O)Nc3cccc4ccccc34)cc2C1=O,-2,0.1,0.3,-5,3,-9,-9,0
Cc1nn(C)cc1C(C)NCc1c(C(=O)N2CCCCCCC2)nc2ccc(Cl)cn12 (configuration not stated),0,0.4,0.0,·,-1,-4,-31,·
Cc1cccc(C)c1NC(=O)C(C)Sc1nnc(C)n1CC1CCCO1 (configuration not stated),0,0.4,·,1,?,-3,-8,-2
C[C@@H]1CCCCO[C@@H](CN(C)S(=O)(=O)c2ccccc2)[C@@H](C)CN([C@H](C)CO)C(=O)c2cc(NS(=O)(=O)c3cn(C)cn3)ccc2O1,-5,0.4,·,2,2,1,6,5
C[C@H]1CN([C@@H](C)CO)S(=O)(=O)c2ccc(C3=CCCC3)cc2O[C@@H]1CN(C)CC1CCOCC1,·,0.0,-0.2,0,-4,3,-22,5
C[C@@H](NC(=O)C[C@H]1C[C@H]2c3cc(NS(=O)(=O)c4ccc(F)cc4)ccc3O[C@H]2[C@@H](CO)O1)c1ccccc1,2,0.1,0.2,3,-5,8,0,10
C#CCNC(=O)c1csc([C@@H]2O[C@H](CO)[C@@H](O)[C@H]2O)n1,-1,0.1,1.1,-20,2,0,0,-9
CCCNC(=O)C(CC)NC(=O)c1ccc(C#N)cc1 (configuration not stated),-1,-0.2,0.0,-8,-6,-2,-8,-10
O=C(NCC1COCCO1)c1ccc(OC2CCN(CCc3ccccc3)CC2)cc1 (configuration not stated),4,0.1,0.1,-6,-7,0,-17,·
CO[C@H]1CN(C)C(=O)c2ccc(NC(=O)c3ccccc3)cc2OC[C@@H](C)N(C(C)=O)C[C@@H]1C,0,0.0,-0.1,-2,-4,2,6,-14
C[C@@H]1CN([C@@H](C)CO)C(=O)c2cc(-c3ccccc3)cnc2O[C@H]1CN(C)Cc1ccccn1,4,-0.7,0.5,0,7,2,-7,-3
COCC(=O)N(C)C[C@H]1Oc2cc(C#CC3CC3)ccc2S(=O)(=O)N([C@@H](C)CO)C[C@@H]1C,-1,0.2,-0.2,-2,0,-12,1,6
NS(=O)(=O)c1ccc(CCNC(=O)CN2CCN(c3cccc(Cl)c3)CC2)cc1,-1,-0.3,-2.8,·,6,-13,6,·
COc1ccc2[nH]c(=O)c(CN(C(=O)c3cccnc3)c3ccccc3OC)cc2c1,-1,·,·,-15,5,5,-10,0
O=C(C[C@@H]1CC[C@@H](NC(=O)c2ccccc2)[C@@H](CO)O1)NCc1ccncn1,1,0.4,0.4,-13,-5,-2,1,1
O=C(C[C@@H]1CC[C@H]2[C@@H](COC[C@H](O)CN2Cc2cccc(Cl)c2)O1)NCC1CCCCC1,·,0.1,0.0,1,·,·,·,6
O=C(Cn1cnc2ccccc2c1=O)NCCC(=O)Nc1ccccc1C(F)(F)F,1,1.4,·,3,-1,-4,-6,-4
Cc1cccn2cc(-c3c[nH]c4ccccc34)nc12,3,0.0,1.0,33,1,-1,35,81*
